Screens as filed in PubChem BioAssay.
IDH1 R132H inh – blocks human mutant IDH1 R132H enzyme. IDH1-R132H enzyme, NADPH consumption, diaphorase/resazurin fluorescence. O75874. 390,000 compounds, 0.093% hits. Potency, µM (top dose mostly 76.6 µM), for inactives: top-dose activity change, negative = inhibition, most hits filed as inhibitors. AID 602179; further: on the % scale 0 is the no-effect control and ±100 the full control effect; nearly all actives have a fitted effect of over 65% in size
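IDH1-R132H (0.5 ug/mL) preincubated 30 min with compound, then NADPH (0.016 mM) and alpha-KG (2 mM) added; 80 min at RT, pH 7.5. Remaining NADPH coupled via diaphorase/resazurin to fluorescence (540/590 nm); concentration-response curves normalized to no-enzyme control.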
TrxR1 substrate – is turned over as a substrate by rat TrxR1; O89049; purified TrxR1 substrate turnover, NADPH consumption readout; Potency, µM (highest dose often 114 µM), for inactives: at the highest dose activity change, negative = substrate turnover; 390,000 compounds, 0.01% hits; further: on the % scale 0 is the no-effect control and ±100 the full control effect; nearly all actives have a fitted effect of over 50% in size
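Rat TrxR1, dispensed at 90 nM, was prereduced with 400 uM NADPH (final) for 5 min at ~22 deg C, then incubated with compound 15 min before 400 uM selenite. A first-read NADPH fluorescence drop versus no-compound background flagged substrates.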
RXFP1 agonist – activates the human relaxin receptor RXFP1. 370,000 compounds, 0.3% hits. Potency, µM (doses to about 57.5 µM), inactives show top-dose activation, usual class: activators. Q9HBX9. HEK293T-RXFP1 cAMP TR-FRET, 30 min; response scale: percent of porcine relaxin response, buffer zero; further: on the % scale 0 is the no-effect control and ±100 the full control effect; nearly all actives have a fitted effect of over 60% in size; many of its hits are not listed in these tables
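cAMP rise read by TR-FRET after 30 min, 37C compound exposure (up to 58 uM) in RXFP1-transfected HEK293 cells with Ro 20174 present. EC50 from Hill-equation fits, with 29 nM porcine relaxin as 100% and buffer as basal.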
Vif-A3G inh – Vif-A3G binding inhibition | Q9HC16 | HeLa A3G-eYFP + Vif (tagged APOBEC3G with the HIV-1 protein that degrades it), YFP fluorescence, overnight | Potency, µM (top dose mostly 46.1 µM), for inactives: top-dose activity, negative = active, hits mostly inhibitors | 410,000 compounds, 0.076% hits | AID 602310;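 further: on the % scale 0 is the no-effect control and ±100 the full control effect; nearly all actives have a fitted effect of over 60% in size; hits raise eYFP signal because A3G escapes Vif-driven loss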
Target sequence (Q9HC16 whole entry, looked up): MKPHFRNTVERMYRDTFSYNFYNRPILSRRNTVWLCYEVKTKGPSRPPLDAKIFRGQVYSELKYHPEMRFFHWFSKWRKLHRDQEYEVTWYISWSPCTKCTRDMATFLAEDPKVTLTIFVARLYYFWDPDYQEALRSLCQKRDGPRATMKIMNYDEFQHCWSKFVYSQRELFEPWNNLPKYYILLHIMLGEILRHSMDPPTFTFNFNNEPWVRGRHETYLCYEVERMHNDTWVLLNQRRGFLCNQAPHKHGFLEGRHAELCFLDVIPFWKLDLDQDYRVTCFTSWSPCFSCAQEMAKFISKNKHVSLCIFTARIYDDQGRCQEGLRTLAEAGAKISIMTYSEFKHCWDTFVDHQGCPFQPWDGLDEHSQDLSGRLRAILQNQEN
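HeLa cells stably expressing Vif and C-terminally eYFP-tagged A3G, seeded overnight at 37 deg C, then exposed to compound by pintool overnight at 37 deg C. Rise in yellow fluorescence (Ex 488/Em 500-530, Acumen) marks blocked Vif-driven A3G degradation.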
12-LOX inh – blocks human arachidonate 12S-lipoxygenase. P18054. 580,000 compounds, 1.1% hits. Potency, µM (series often up to 108 µM), for inactives: top-dose activity change, negative = inhibition, hits mostly inhibitors. purified 12hLO, xylenol orange hydroperoxide absorbance; further: on the % scale 0 is the no-effect control and ±100 the full control effect
Target sequence (P18054 whole entry, looked up): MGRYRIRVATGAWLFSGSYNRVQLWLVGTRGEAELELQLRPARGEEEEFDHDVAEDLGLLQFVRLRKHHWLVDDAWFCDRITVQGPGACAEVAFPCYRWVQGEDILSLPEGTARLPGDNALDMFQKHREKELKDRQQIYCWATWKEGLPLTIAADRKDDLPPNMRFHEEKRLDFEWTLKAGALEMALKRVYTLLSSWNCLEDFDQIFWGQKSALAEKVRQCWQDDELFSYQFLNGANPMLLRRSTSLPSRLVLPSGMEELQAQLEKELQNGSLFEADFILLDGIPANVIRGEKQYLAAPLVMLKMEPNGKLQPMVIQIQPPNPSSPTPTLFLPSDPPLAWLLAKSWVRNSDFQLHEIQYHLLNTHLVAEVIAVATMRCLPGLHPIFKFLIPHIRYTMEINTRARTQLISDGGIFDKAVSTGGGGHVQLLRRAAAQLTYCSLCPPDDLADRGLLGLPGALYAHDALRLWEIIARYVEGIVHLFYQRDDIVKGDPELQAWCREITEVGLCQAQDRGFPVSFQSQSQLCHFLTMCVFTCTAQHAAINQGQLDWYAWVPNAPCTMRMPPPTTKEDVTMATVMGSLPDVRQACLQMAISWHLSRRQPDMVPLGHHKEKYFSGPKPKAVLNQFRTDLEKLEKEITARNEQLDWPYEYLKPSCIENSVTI
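Hydroperoxide product was detected by ferrous iron/xylenol orange as the 573 to 405 nm absorbance ratio. Arachidonic acid at 40 uM (final) was turned over for 30 min at room temperature by 150 nM human 12hLO, pH 7.0 Hepes buffer, after 15 min compound preincubation.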
RGS4 inhibitor – blocks human RGS4-accelerated GTP hydrolysis; P49798; Transcreener GDP fluorescence polarization, RGS4-accelerated GTP hydrolysis; Potency, µM (titrated, usually from 114 µM), for the others: at the top dose activity change, negative = inhibition, actives largely listed as inhibitors; 390,000 compounds, 0.039% hits; AID 504845; further: on the % scale 0 is the no-effect control and ±100 the full control effect; nearly all actives have a fitted effect of over 75% in size; some results filed as inactive show a strong effect at the top dose
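MLSMR compounds (23 nl, pin-transferred) preincubated 10 min at room temperature with a 500nM (2x) first reagent, then RGS4 at 900nM (2x) plus Transcreener GDP mix added; fluorescence polarization (620/688 nm) read before and after 90 min at 30 °C.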
Vif-A3F inh – inhibitors of Vif-A3F interaction; Potency, µM (top dose mostly 46.1 µM), for inactives: at the highest dose activity, negative = active; 390,000 compounds, 0.2% hits; HeLa A3F-eYFP + Vif (tagged APOBEC3F with the HIV-1 protein that degrades it), YFP fluorescence increase; further: % of control where 0% means no effect; nearly all actives have a fitted effect of over 65% in size
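HeLa cells stably expressing Vif plus C-terminally eYFP-tagged A3F were seeded, incubated overnight at 37 deg C, dosed with compound, incubated overnight again at 37 deg C. Yellow fluorescence (Ex 488/Em 500-530) reported blocked Vif-mediated A3F-eYFP degradation.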
USP1-UAF1 inh – inhibitors of human USP1/UAF1 deubiquitinase; recombinant USP1/UAF1, Ub-Rhodamine cleavage fluorescence; Potency, µM (titrated, usually from 57.1 µM), without a hit: at the highest dose activity change, negative = inhibition, usual class: inhibitors; 390,000 compounds, 0.23% hits; AID 743255; further: on the % scale 0 is the no-effect control and ±100 the full control effect; nearly all actives have a fitted effect of over 60% in size; inactives centre near -12
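High-throughput fluorogenic screen: 1nM USP1/UAF1 complex, Ub-Rho substrate 150nM final, 50mM HEPES pH 7.8 with 0.5mM EDTA, 0.1 mg/ml BSA, 1mM TCEP and 0.01% Tween-20.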
TrxR1 inh – rat TrxR1 inhibition; Potency, µM (series often up to 114 µM), for the others: top-dose activity change, negative = inhibition, hits mostly inhibitors; recombinant rTrxR1, NADPH fluorescence consumption, selenite substrate; O89049; 390,000 compounds, 1% hits; further: on the % scale 0 is the no-effect control and ±100 the full control effect; nearly all actives have a fitted effect of over 65% in size
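Rat TrxR1 (90 nM in the dispensed reagent) was pre-reduced with 400 uM NADPH for 5 min at room temperature, then incubated with compound for 15 min. After 400 uM selenite was added, NADPH fluorescence (Ex 340/Em 450 nm) was followed for 8 min.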
* = called active by the depositor; u = inconclusive; x = no result given; [ ] = remark or other dose. The call rests on the fitted dose curve; in most records, active means well fitted curve in the direction sought with a large enough effect; inconclusive means small, poorly fitted or top-dose-only effect, or another doubt; inactive means no such curve, though single readings can be large; an effect the other way counts as inactive or inconclusive. Potency means the concentration at half of the fitted maximal effect. Only part of the results is shown; rates above refer to the full screens.

SMILES	IDH1 R132H inh	TrxR1 substrate	RXFP1 agonist	Vif-A3G inh	12-LOX inh	RGS4 inhibitor	Vif-A3F inh	USP1-UAF1 inh	TrxR1 inh
COc1cc(/C=N/Nc2nc(C)nc3c2cnn3-c2ccccc2)ccc1O	-12%	-4%	3.0%	u	347%[activator]	13%	14%	3%	13%
Cc1ccccc1NC(=O)CSC1=Nc2ccccc2C2=NC(CCC(=O)NCc3ccccc3)C(=O)N12 (configuration not stated)	-21%	5%	13%	-1%	-10%	11%	0%	u	4%
CC(=O)N1c2ccc(S(=O)(=O)NCCC(=O)NC3CCC(C)CC3)cc2CC1C (configuration not stated)	0%	-2%	-0.5%	-2%	10%	-23%[56.9 µM]	0%	-18%	19%
COc1ccc(C(CNC(=O)CNC(=O)c2cccc(Cl)c2)N2CCCC2)cc1 (configuration not stated)	-1%	1%	3.3%	0%	195%[activator]	15%	4%	-4%	8%
O=C(NCCCc1ccccc1)C1CC(=O)N(c2ccc3c(c2)OCCO3)C1 (configuration not stated)	11%	4%[57.1 µM]	-2.7%	-1%	4%	6%	-2%	-2%	-1%[57.1 µM]
CC(C)(C)c1[nH]nc2c1C(C1C=CCCC1)C(C#N)=C(N)O2 (configuration not stated)	-2%	-12%	-0.9%	-13%	u	17%	3%	-11%	-12%
OCC1N=C(c2ccccn2)OC1c1ccccc1 (configuration not stated)	3%	7%	3.8%	0%	-2%	-5%	-11%	-14%	10%
Cc1ccc(NC(=O)C2CCCN2S(=O)(=O)c2cccc3cccnc23)cc1 (configuration not stated)	0%	-7%	0.8%	8%	-15%	13%	3%	-11%	-3%
CC12CCC(=O)N1C(C(=O)NNC(=O)c1ccc(Br)cc1)CS2 (configuration not stated)	-1%	-10%	-1.0%	1%	4%	10%	-20%	-3%	-12%
Cc1cc(=O)[nH]c(N/N=C2/CCCC/C2=C\c2ccccc2)n1	1%	-2%	0.4%	4%	0%	16%[11.4 µM]	3%	-16%	40µM*
O=C(CN(Cc1cccs1)C(=O)CNS(=O)(=O)c1ccccc1)NC1CCCC1	7%	-22%[57.1 µM]	0.9%	-2%	-29%	-13%	4%	u	14%[57.1 µM]
CCCCOc1cccc(C2/C(=C(/O)c3ccc4c(c3)CC(C)O4)C(=O)C(=O)N2CCN2CCOCC2)c1 (configuration not stated)	-4%	-20%	28µM*	-1%	0%	-12%	6%	-20%	u
Cc1cccc(-n2nnc(C(=O)NC3CCCc4ccccc43)c2N)c1 (configuration not stated)	10%	-1%[57.1 µM]	1.5%	-23%	45%[activator]	7%	7%	-23%	10%[57.1 µM]
CC(C)(C)OC(=O)N1CCCC1C(=O)NC1COC2CC(n3ccc(=O)[nH]c3=O)OC12 (configuration not stated)	x	-8%	x	0%	x	-19%	x	x	-17%
COc1ccc(C(=O)CSc2nc(C)cc(C)c2C(=O)Nc2ccccc2C)cc1	4%	-4%	4.8%	-7%	u	2%	4%	-4%	2%
CCCCc1oc2c(c(=O)c1C)C(=O)CC(c1ccccc1)C2 (configuration not stated)	3%	9%	1.0%	-3%	-6%	11%	-8%	u	14%
COCCCNc1nc2c(-c3cccc(C)c3)nnn2c2ccc(Cl)cc12	7%	27%	16%	-8%	0%	7%	-8%	-13%	25%
OC1(C#CCN2CCOCC2)CCCCC1	5%	0%	-0.4%	2%	-8%	1%	-4%	-4%	21%
CCOC(=O)c1c(C)[nH]c(N=Nc2ccccc2)c1C	5%	-20%	0.3%	-12%	u	-7%	1%	-15%	-20%
COc1ccc(N2CCN(C(=O)C3CCCN(S(=O)(=O)c4c(C)noc4C)C3)CC2)cc1 (configuration not stated)	4%	0%	1.7%	1%	-2%	3%	-6%	-8%	-9%
CC(=O)Nc1ccc2nc(NS(=O)(=O)c3ccc(C)cc3)sc2c1	4%	-10%	-4.3%	-5%	-4%	-19%	-12%	0%	-7%
COC(=O)c1ccc(/C=C2/C(=O)Oc3ccccc32)cc1	9%	4%[0.457 µM]	-0.2%	-6%	6%	-8%	-7%	-13%	17%
C/C(=N\Nc1ccc(Cl)c(C(=O)O)c1)c1ccccn1	0%	-18%	0.4%	-1%	-27%	11%[11.4 µM]	-1%	-13%	-10%
Cc1ccc(-c2nnc(COC(=O)c3cccs3)o2)cc1	12%	1%	0.3%	4%	-21%	8%	0%	-21%	18%
CCOC(=O)C1=C(C)NC2=C(C(=O)c3ccccc32)C1c1cccnc1 (configuration not stated)	7%	0%	2.2%	5%	u	-28%	1%	-7%	-9%
CC(=O)Nc1ccc(S(=O)(=O)NCC(=O)OCC(=O)c2cc(C)n(-c3ccc4c(c3)OCO4)c2C)cc1	5%	-2%	1.5%	-5%	-17%	-29%	u	-20%	-6%
Cc1cc(=O)cc(C)n1-c1ccc2c(c1)nc(C)n2-c1ccccc1	-5%	9%	0.8%	0%	8%	19%	-5%	3%	9%
C[C@H](CO)N1C[C@H](C)[C@@H](CN(C)Cc2ccc(Cl)c(Cl)c2)OCCCC[C@H](C)Oc2ccc(NC(=O)CCC(F)(F)F)cc2C1=O	-12%	x	x	-5%	u	x	-4%	-21%	x
Oc1ccc(N=Nc2nc(-c3ccccc3)c(-c3ccccc3)[nH]2)cc1	4%	-9%	0.0%	-8%	u	11%	9%	-20%	1%
C=C(C)c1ccccc1	-8%	1%	1.6%	-2%	21%	-17%	-3%	-28%	156%[activator]
CCn1c(=O)cc(SCC(=O)Nc2cccc(SC)c2)c2ccccc21	1%	-2%	8.3%	0%	-4%	-12%	0%	-14%	2%
C/C(=N\NC(=S)Nc1cccc(C)c1)c1ccccc1	2%	-10%	0.8%	2%	u	-45%	-1%	-20%	-31%
Cc1cc(C)cc(N(C(=O)CNS(=O)(=O)c2ccccc2)C(C(=O)NCc2ccccc2)c2ccc(C)o2)c1 (configuration not stated)	1%	-4%	3.0%	0%	-15%	-19%	-9%	-17%	2%
COc1ccc(S(=O)(=O)N2N=C(c3ccc(NS(C)(=O)=O)cc3)CC2c2ccco2)cc1 (configuration not stated)	0%	-5%	-2.0%	-7%	-8%	-12%[11.4 µM]	3%	u	u
COc1ccc(CN(CCNC(=O)CCCCC(=O)NCCN(Cc2ccc(OC)cc2)C(C)C)C(C)C)cc1	14%	-2%	x	-3%	29%	14%	5%	-9%	28%
COc1cc2[nH]c(=O)n(CCC(=O)NCCCN3CCN(c4ccccc4F)CC3)c(=O)c2cc1OC	-2%	7%	-1.1%	-9%	6%	-4%	6%	-17%	10%
CC(C)(C)OC(=O)NCCOC(=O)c1[nH]cnc1C(=O)NCc1ccccc1	-8%	-4%[57.1 µM]	1.5%	0%	-4%	12%	2%	3%	-12%[57.1 µM]
Cc1ccc(C)c(N(CC(=O)NC2CCCCC2)C(=O)c2snc(C(N)=O)c2N)c1	0%	21%	3.9%	-1%	0%	6%	-13%	u	28%
O=C(COC(=O)c1ccccc1Nc1ccccc1F)c1ccccc1	2%	-7%	0.5%	-5%	1%	-5%	-4%	-1%	17%[57.1 µM]
COc1cccc(C(=O)COC(=O)C(C)N2C(=O)c3ccccc3C2=O)c1 (configuration not stated)	-1%	-6%[57.1 µM]	1.1%	1%	21%	-3%	-8%	-1%	6%
Cc1cc(NC(=O)CSc2nnc(C3CC3)n2N)c([N+](=O)[O-])cc1C	17%	3%	-0.8%	7%	19%	0%	-26%	-21%	13%
CC(=O)Nc1cccc(/C(C)=N/NS(=O)(=O)c2ccc(C)cc2)c1	-1%	5%[57.1 µM]	-3.2%	1%	-14%	-1%	4%	0%	21%[57.1 µM]
Nc1ncnc2c1C1(CCCCC1)Cc1ccccc1-2	0%	17%	-0.8%	1%	7%	-20%	2%	-16%	3%
O=C(NCC1CCCN1S(=O)(=O)c1cccs1)c1ccccc1F (configuration not stated)	2%	10%	1.2%	2%	-10%	13%	-13%	-22%	16%
O=C(Cc1ccccc1F)OCN1C(=O)c2ccccc2C1=O	3%	7%	-0.5%	12%	1%	-19%	-2%	-15%	14%
Cc1ccccc1NC(=O)CN1C(=O)CSc2ccccc21	12%	1%	0.9%	-6%	-14%	-6%	5%	-20%	5%
CC(=NNC(=S)N1CCCCCC1)c1ccccn1	4%	-14%	x	-11%	-11%	u	1%	-6%	u

No new results follow: an excerpt of the list.
SMILES	IDH1 R132H inh	TrxR1 substrate	RXFP1 agonist	Vif-A3G inh	12-LOX inh	RGS4 inhibitor	Vif-A3F inh	USP1-UAF1 inh	TrxR1 inh
COc1cc(/C=N/Nc2nc(C)nc3c2cnn3-c2ccccc2)ccc1O	-12%	-4%	3.0%	u	347%[activator]	13%	14%	3%	13%
Cc1ccccc1NC(=O)CSC1=Nc2ccccc2C2=NC(CCC(=O)NCc3ccccc3)C(=O)N12 (configuration not stated)	-21%	5%	13%	-1%	-10%	11%	0%	u	4%
CC(=O)N1c2ccc(S(=O)(=O)NCCC(=O)NC3CCC(C)CC3)cc2CC1C (configuration not stated)	0%	-2%	-0.5%	-2%	10%	-23%[56.9 µM]	0%	-18%	19%
